Screening results (PubChem BioAssay)
Scp-1 inhibitor – blocks human Scp-1 phosphatase activity; Q9GZU7; Recombinant Scp1, phosphopeptide, malachite green phosphate absorbance; inhibition, % at 20 µM; actives 0.88% (n = 340,000);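 active = inhibition above about 50% at 20 µM, limit read from the data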;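 also: plate controls were DMSO wells with enzyme for no effect and wells lacking enzyme for full effect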
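Test system: SCP-1 phosphatase catalytic domain, residues 76-261 | Compound dosing: One concentration, 20 µM, with 1.0% DMSO | Schedule: 45 min room-temperature reaction, 5 min colour, 30 min stabiliser | Detection: Absorbance at 630 nm | Read-out basis: % inhibition of SCP-1 phosphate liberation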
Neddylation inh – cullin neddylation inhibition; calls only at 25 µM; TR-FRET cullin neddylation, biochemical; actives 0.58% (n = 360,000); in the data active = inhibition above about 36%
CendR NRP1 mod – NRP-1/CendR interaction modulation; O14786; FAM-RPARPAR peptide binding to NRP-1, fluorescence polarization; inhibition, % at 25 µM; actives 0.85% (n = 360,000);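 active = inhibition or corrected inhibition above about 18%, plus a signal ratio from 0.5 to 1.5, limit read from the data, passing the limit was not always enough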; also: strong numbers were not always called active
Target sequence (O14786 whole entry, looked up): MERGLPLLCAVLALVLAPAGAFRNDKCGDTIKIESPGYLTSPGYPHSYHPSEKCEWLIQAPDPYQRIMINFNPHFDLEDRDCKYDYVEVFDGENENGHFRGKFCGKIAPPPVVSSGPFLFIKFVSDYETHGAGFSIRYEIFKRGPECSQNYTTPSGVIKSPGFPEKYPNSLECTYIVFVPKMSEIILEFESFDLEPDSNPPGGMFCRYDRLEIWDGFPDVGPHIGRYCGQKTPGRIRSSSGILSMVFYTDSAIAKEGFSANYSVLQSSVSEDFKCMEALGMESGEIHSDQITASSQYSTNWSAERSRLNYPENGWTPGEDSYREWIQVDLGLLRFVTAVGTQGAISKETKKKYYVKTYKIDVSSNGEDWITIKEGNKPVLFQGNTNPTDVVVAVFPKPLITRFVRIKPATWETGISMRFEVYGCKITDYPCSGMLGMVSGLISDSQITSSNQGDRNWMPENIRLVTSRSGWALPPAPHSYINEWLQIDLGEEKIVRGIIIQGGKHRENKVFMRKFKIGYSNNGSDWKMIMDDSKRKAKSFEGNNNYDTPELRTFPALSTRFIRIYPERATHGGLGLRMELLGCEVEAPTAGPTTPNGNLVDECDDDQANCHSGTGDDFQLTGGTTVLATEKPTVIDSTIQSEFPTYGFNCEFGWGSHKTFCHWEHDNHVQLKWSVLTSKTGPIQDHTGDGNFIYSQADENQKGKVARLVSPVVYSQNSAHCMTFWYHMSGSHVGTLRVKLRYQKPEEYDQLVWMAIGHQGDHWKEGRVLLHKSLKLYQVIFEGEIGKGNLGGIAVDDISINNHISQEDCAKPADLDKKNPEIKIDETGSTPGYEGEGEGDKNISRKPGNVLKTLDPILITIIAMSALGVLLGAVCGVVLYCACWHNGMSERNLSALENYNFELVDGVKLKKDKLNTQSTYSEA
Tb MetRS inh – Trypanosoma brucei MetRS inhibition. purified T. brucei MetRS, ATP depletion, Kinase-Glo luminescence. inhibition, % at 11.9 µM. actives 0.4% (n = 360,000). AID 624268;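 active = inhibition above a per-plate cutoff of the control wells' mean inhibition plus 3 SD, cut at about 5.5% in these data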;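 also: 0% = DMSO wells median and 100% = median of wells with control inhibitor compound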
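Material: parasite MetRS enzyme / Replication: singlicate, one well per compound / Signal: luminescence of leftover ATP / Schedule: 2 h aminoacylation at 25 °C after 15 min preincubation / Medium: HEPES-MgCl2-KCl buffer plus DTT, spermine, BSA, pyrophosphatase / Doses: 11.9 µM single point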
NadD block – blocks S. aureus nicotinate mononucleotide adenylyltransferase; inhibition, % at 20 µM; purified NadD enzyme, colorimetric absorbance read-out; actives 0.78% (n = 360,000); in the data active = inhibition above about 26%; also: some compounds past the cut are filed as inactive
SUMO1-SIM PPI – SUMO1-SIM interaction modulation. P63165. SUMO1 binding to a labelled peptide, TR-FRET, 1 h. inhibition, % at 20 µM. actives 0.33% (n = 360,000); in the data active = inhibition above about 37%
SKN-1 block – inhibitors of C. elegans SKN-1. actives 0.49% (n = 360,000). inhibition, % at 21.8 µM. C. elegans VP596 Pgst-4::GFP/RFP ratio, acrylamide-induced, 24 h. AID 624304;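 active = interference check ratio from 0.5 to 1.5 plus GFP to RFP signal ratio inhibition reaching or exceeding a fixed threshold, cut at about 30% in these data, passing the limit was not always enough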; also: some compounds called inactive have numbers as strong as hits
STEP inh – inhibitors of human striatal-enriched phosphatase STEP. P54829. recombinant STEP, OMFP fluorogenic substrate, fluorescence. inhibition, % at 20 µM. actives 0.25% (n = 360,000). AID 588621;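 active = inhibition at 20 µM, scaled per plate between control wells, above about 37%, limit read from the data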;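 also: 0% = DMSO with enzyme and substrate and 100% = substrate only without enzyme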
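Assay system: isolated STEP enzyme / Timing: 20 min at room temperature, dark / Doses: 20 µM, 1% DMSO / Technique: fluorescence intensity, excitation 480 nm, emission 540 nm / Reagent: fluorogenic phosphatase substrate OMFP at 25 µM final / Measure: percent inhibition scaled to no-enzyme and uninhibited-enzyme controls, plate-pattern corrected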
DNMT1 inh – DNMT1 (human) enzyme inhibition | P26358 | DNMT1 molecular beacon, Hinp1I cleavage, fluorescence | inhibition (reported as % activation of signal), % at 10 µM | actives 0.83% (n = 360,000) | AID 588458; in the data active = inhibition above about 50%
LMPTP inh – LMPTP (human) inhibition. inhibition, % at 20 µM. recombinant LMPTP-A, OMFP fluorogenic substrate, fluorescence intensity. P24666. actives 0.22% (n = 360,000);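 active = compounds that cut the enzyme signal by at least half of the control window in the single-dose screen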;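 also: plate controls were DMSO wells with enzyme plus substrate for no effect and substrate without enzyme for full effect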
Target sequence (P24666 whole entry, looked up): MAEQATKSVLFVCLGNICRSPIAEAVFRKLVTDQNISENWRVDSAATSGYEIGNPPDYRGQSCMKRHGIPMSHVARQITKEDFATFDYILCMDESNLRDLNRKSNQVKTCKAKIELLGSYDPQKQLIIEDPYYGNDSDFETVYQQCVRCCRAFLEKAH
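Test system – LMPTP-A enzyme · Amount – LMPTP-A at 0.625 nM final in the reaction · Buffer or medium – Bis-Tris pH 6.0, DTT, detergent · Reagent – OMFP 400 µM · Doses – single 20 µM dose · Schedule – reaction 50 min, room temperature, dark · Detection – fluorescence intensity of OMFP turnover product · Evaluation – percent inhibition versus substrate-only and uninhibited controls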
* hit, by the source's call; i = inactive; nt = no result given.

# | smiles | Scp-1 inhibitor | Neddylation inh | CendR NRP1 mod | Tb MetRS inh | NadD block | SUMO1-SIM PPI | SKN-1 block | STEP inh | DNMT1 inh | LMPTP inh
1 | COCCNC(=O)C(c1ccc(C)cc1)N(Cc1ccccc1)C(=O)CCC(=O)Nc1ccccn1 (centres undefined) | -3 | i | 8 | -0.5 | -5 | -2 | -3 | -4 | 0 | -0.4
2 | CC1(C)OC(=O)N(NCc2ccccc2)C1(C)O (centres undefined) | -7 | i | 0 | -0.9 | 4 | 6 | 3 | 0 | -1 | 0.3
3 | O=C(O)c1cc(Cl)c(Cl)cc1C(=O)Nc1cccc2ncccc12 | -4 | i | 6 | 0.5 | 0 | 0 | 7 | -3 | -2 | 11
4 | CCn1cc(/C=C(\NC(=O)c2ccc(C)cc2)C(=O)NCCCN2CCOCC2)c2ccccc21 | -1 | i | -6 | -0.5 | -9 | -11 | 1 | 0 | -4 | -1.7
5 | C/C(=N\NC(=O)c1ccc(Cl)c(Cl)c1)c1cccc(NC(=O)C(C)C)c1 | -10 | i | 2 | 0.5 | 0 | -2 | 16 | 1 | 0 | -2.2
6 | COc1ccc(CCNC(=O)CCS(=O)(=O)c2ccc3nc(C)sc3c2)cc1OC | -7 | i | 12 | 0.0 | 2 | 0 | 1 | -1 | -1 | -0.3
7 | COc1ccc(CNC(=O)c2cc(-c3ccncc3)nc3c(C)cc(C)cc23)cc1OC | -2 | i | -20 | -0.4 | -4 | -5 | 5 | 7 | 0 | 42
8 | CS(=O)(=O)N(CC(=O)N1CCCCCC1)c1cccc(Cl)c1Cl | -12 | i | 4 | -0.1 | -10 | 1 | 12 | -2 | 0 | -1.2
9 | O=C(COC(=O)COc1cccc(C(F)(F)F)c1)NC(=O)NC1CCCCC1 | -6 | i | 7 | -0.5 | -9 | 6 | -10 | -3 | 0 | 1.2
10 | Cn1cccc1C(=O)NCc1ccc(S(N)(=O)=O)cc1 | -3 | i | 11 | 0.2 | 2 | 3 | -7 | -1 | -3 | -1.5
11 | Clc1cccc(Cl)c1CSc1nnc(-c2ccncc2)s1 | 0 | i | -5 | -0.6 | 5 | 10 | 5 | 1 | -4 | 2.3
12 | COc1ccc(COC(=O)CN2C(=O)NC3(CCCC3)C2=O)cc1F | 8 | i | 0 | -0.6 | -5 | 3 | -1 | 2 | -1 | 1.5
13 | C[C@H](NC(=O)N1CCn2c1nc1ccccc12)C(=O)NCc1ccco1 | -8 | i | -6 | -0.1 | -3 | 3 | 12 | -1 | 0 | -0.4
14 | CC1(C(=O)O)C=CCN1C(=O)c1ccccc1 (centres undefined) | 0 | i | 15 | 0.1 | 1 | 6 | 2 | 6 | 3 | 0.5
15 | CCOc1ccc(CCNC(=O)C2=C(C)C(=O)OC23CCC(C)CC3)cc1OCC (centres undefined) | -4 | i | -1 | -2.1 | -1 | -4 | -4 | -2 | -1 | -1.0
16 | O=C(Nc1nncs1)C1CCCC1 | -8 | i | 1 | 0.0 | -4 | 1 | -11 | 1 | 2 | -0.7
17 | COc1cc(C=C(OC(C)=O)c2ccc3c(c2)OCO3)cc(OC)c1OC | nt | i | 11 | -0.6 | -8 | -5 | 0 | 3 | -4 | 1.4
18 | CCOCCCNC(=O)Cn1nc(-c2ccccc2)ccc1=O | -13 | i | 1 | 0.3 | -1 | -2 | -9 | -4 | -5 | 0.5
19 | CC(=O)N1[C@H](Cc2ccccc2)C=C[C@]1(C)C(=O)NCCc1c[nH]c2ccccc12 | -2 | i | 12 | -0.3 | -6 | -1 | 19 | 1 | 1 | 1.1
20 | COc1ccc(C(=O)Nc2cc(S(=O)(=O)N3CCCCC3)ccc2C)cc1 | nt | i | -8 | 0.6 | -6 | 1 | -11 | -1 | -15 | -2.3
21 | CC(C(=O)O)n1cc(Cl)cn1 (centres undefined) | 7 | i | -4 | -0.5 | -4 | -4 | 8 | 2 | 5 | -1.2
22 | CCN1C(=O)[C@H]2[C@H]3CN=C(SC)N3[C@@](Cc3ccccc3)(C(=O)OC)[C@H]2C1=O | 9 | i | -15 | -1.0 | -2 | 2 | -6 | 0 | 8 | -1.7
23 | O=C(OCC(=O)N1N=C(c2ccc(Cl)cc2)CC1c1ccco1)c1ccccc1O (centres undefined) | -16 | i | 7 | 0.2 | 7 | -1 | 38* | 2 | 4 | 4.3
24 | CCNC(=O)NC(=O)C(C)OC(=O)c1oc2ccc(OC)cc2c1C (centres undefined) | -2 | i | -9 | -0.4 | -3 | 6 | 5 | -4 | 1 | -0.7
25 | O=S(=O)(c1ccc(N2CCCC2)nc1)N1CCCC1 | -7 | i | -2 | 0.4 | 0 | 9 | -4 | -6 | 2 | -0.8
26 | CCCS(=O)(=O)NC(=O)C1(C)CCN(C(=O)c2c(F)cccc2F)C1 (centres undefined) | nt | i | -9 | -0.1 | -2 | 7 | -3 | -2 | 0 | -1.5
27 | COc1ccc(C(=O)CSc2nnc(C3CC3)n2N)cc1 | -11 | i | -4 | -0.1 | 0 | -5 | -1 | 0 | 0 | -0.7
28 | COc1ccc(OC)c(/C=C/C(=O)OCC(=O)N2CCN(S(=O)(=O)c3ccc(C)cc3C)CC2)c1 | -13 | nt | -4 | -0.2 | 1 | -1 | -4 | 3 | -8 | 4.6
29 | Cc1ccc(C2C(=O)N(C3CCC(C)CC3)CC(=O)N2C2CCCC2)cc1 (centres undefined) | -10 | i | 6 | -0.5 | 1 | -2 | -11 | 2 | -1 | 0.0
30 | O=C(NCc1ccco1)c1cc(-c2ccccc2)on1 | -4 | i | -9 | -0.3 | 1 | -3 | 13 | -2 | 4 | -1.4
31 | CCOC(=O)C1CCCN(CC(=O)Nc2c(C(=O)OC)[nH]c3ccc(Cl)cc23)C1 (centres undefined) | -2 | i | 1 | 0.8 | 3 | -5 | 6 | -2 | -7 | 1.4
32 | CCOc1ccc(CNC(=O)c2ccco2)cc1 | -11 | i | 1 | -0.5 | -10 | 1 | -2 | 2 | -1 | -0.3
33 | O=C(CSc1ccc(Br)cc1)NC1CCS(=O)(=O)C1 (centres undefined) | 2 | i | 7 | -0.8 | -3 | 0 | -11 | 1 | 2 | -0.6
34 | C[C@H](CO)N1C[C@H](C)[C@@H](CN(C)C(=O)Nc2ccc(C(F)(F)F)cc2)Oc2ccc(NS(=O)(=O)c3ccc(F)cc3)cc2C1=O | 3 | i | 3 | -0.4 | 3 | 1 | -6 | -3 | 4 | -0.2
35 | Cc1ccc(C(c2sc3nc(C)nn3c2O)N2CCOCC2)cc1 (centres undefined) | -5 | i | -3 | -0.5 | 4 | 0 | 17 | 0 | 0 | -1.2
36 | CC12CCC(=O)N1C(C(=O)NNC(=O)c1ccccc1F)CS2 (centres undefined) | 2 | i | -3 | 0.1 | -3 | 0 | 9 | -2 | 4 | -1.6
37 | O=C(CCCN1C(=O)/C(=C/c2cccs2)SC1=S)Nc1ccc(O)cc1 | -5 | i | -53 | -0.3 | -5 | -30 | 38* | 0 | -5 | 0.4
38 | CC(C)(C)c1ccc(/C=C/C(=O)NCCCn2ccnc2)cc1 | -6 | i | 0 | -0.5 | -8 | -26 | 5 | -4 | 1 | 0.2
39 | O=C(Nc1sc2c(c1C(=O)O)CCCCC2)c1ccccc1F | -15 | i | -5 | 0.0 | 11 | 11 | 22 | 2 | -1 | -0.1
40 | COc1ccc(C(c2nnnn2Cc2ccccc2)N2CCN(C/C=C/c3ccccc3)CC2)cc1 (centres undefined) | nt | i | -9 | 0.5 | -1 | 6 | 11 | 3 | -4 | 2.5
41 | Cc1c(Cl)c([N+](=O)[O-])nn1CC(=O)Nc1c(C)n(C)n(-c2ccccc2)c1=O | -6 | i | 20 | -0.8 | -5 | -15 | -6 | -2 | 2 | -2.5
42 | Cc1ccc2[nH]c(=O)c(C(c3nnnn3CC3CCCO3)N3CCc4ccccc4C3)cc2c1 (centres undefined) | -7 | i | -11 | -0.2 | 5 | -22 | 4 | 14 | -5 | -1.3
43 | O=C(COC(=O)c1ccccc1C(=O)c1ccc(Cl)c([N+](=O)[O-])c1)NC1CC1 | -5 | i | 1 | 1.0 | -2 | -18 | 4 | -2 | 6 | -2.6
44 | Cc1cc(OC(=O)CNC(=O)OC(C)(C)C)c2c(C)cc(=O)oc2c1 | -10 | i | -12 | -0.1 | -4 | -5 | -12 | 1 | 0 | -1.2
45 | C=CCn1c(C)nnc1SCC(=O)Nc1nccs1 | -2 | i | 6 | -0.5 | -5 | 1 | 24 | 0 | 1 | -0.8
46 | O=c1[nH]c(-c2ccccc2)nnc1-c1ccccc1 | 6 | i | -11 | 0.8 | -4 | -1 | 4 | -3 | 0 | -2.0
47 | CCCc1n(CC(O)COCc2ccccc2)c2ccccc2[n+]1C (centres undefined) | 21 | i | -11 | -0.8 | 3 | -1 | 0 | -3 | 3 | 1.4
48 | O=[N+]([O-])c1cccc(-c2nnc3n2CCCCC3)c1 | -1 | i | 9 | -0.5 | -4 | -19 | 6 | -3 | 1 | -1.6
49 | CNC(=O)C[C@@H]1C(=O)N(C2CCCCC2)CC1(C)C | nt | i | -20 | -0.1 | 4 | 5 | 2 | -4 | 2 | -0.6

6 compounds drawn at random from those above:
# | smiles | Scp-1 inhibitor | Neddylation inh | CendR NRP1 mod | Tb MetRS inh | NadD block | SUMO1-SIM PPI | SKN-1 block | STEP inh | DNMT1 inh | LMPTP inh
43 | O=C(COC(=O)c1ccccc1C(=O)c1ccc(Cl)c([N+](=O)[O-])c1)NC1CC1 | -5 | i | 1 | 1.0 | -2 | -18 | 4 | -2 | 6 | -2.6
48 | O=[N+]([O-])c1cccc(-c2nnc3n2CCCCC3)c1 | -1 | i | 9 | -0.5 | -4 | -19 | 6 | -3 | 1 | -1.6
42 | Cc1ccc2[nH]c(=O)c(C(c3nnnn3CC3CCCO3)N3CCc4ccccc4C3)cc2c1 (centres undefined) | -7 | i | -11 | -0.2 | 5 | -22 | 4 | 14 | -5 | -1.3
47 | CCCc1n(CC(O)COCc2ccccc2)c2ccccc2[n+]1C (centres undefined) | 21 | i | -11 | -0.8 | 3 | -1 | 0 | -3 | 3 | 1.4
45 | C=CCn1c(C)nnc1SCC(=O)Nc1nccs1 | -2 | i | 6 | -0.5 | -5 | 1 | 24 | 0 | 1 | -0.8
49 | CNC(=O)C[C@@H]1C(=O)N(C2CCCCC2)CC1(C)C | nt | i | -20 | -0.1 | 4 | 5 | 2 | -4 | 2 | -0.6
